From PubChem
D2 PAM: HTS Assay for Positive Allosteric Modulators of the Human D2 Dopamine Receptor: Primary Screen for Potentiators. D(2) dopamine receptor (Homo sapiens), P14416. HEK293 T-REx D2, calcium flux, EC20 dopamine potentiation. potentiation, % at 10 µM. 340,000 compounds, 0.34% hits;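 active = potentiation over 3 SD above the plate norm, cut at about 30% in these data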; also: 0% is about no effect
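Cells plated with tetracycline inducer and held overnight at 30 C; calcium dye loaded 30–90 min at room temperature; baseline taken, compound added and read 180 s; EC20 dopamine then added and read 180 s.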
TRHR PAM: qHTS for Small Molecule Agonists and Allosteric Enhancers of Human TRH Receptor: Primary Screen for Enhancers; AID 493056, 2011; enhancement, % at 2 µM; TRHR cells, fluo-8 calcium fluorescence, EC20 TRH enhancement; 360,000 compounds, 0.66% hits; in the data active = enhancement above about 30%; also: 0% is about no effect
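Enhancer read-out: after compound pinning and an initial kinetic agonist-mode read, an EC20 of TRH (10 nM final) was injected and fluo-8 calcium signal (Ex 480/Em 530) followed at 1 s/cycle for 100 cycles in TRHR-expressing cells.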
D1 PAM: Potentiators of Human D1 Dopamine Receptor: qHTS | D(1A) dopamine receptor (Homo sapiens), P21728 | HEK293 TREx D1 cells, calcium flux, dopamine EC20 potentiation | potentiation, % at 10 µM | 360,000 compounds, 0.036% hits; in the data active = potentiation above about 30%; also: 0% is about no effect
D2 antagonist: HTS Assay for Allosteric Antagonists of the Human D2 Dopamine Receptor: Primary Screen for Antagonists. HEK293 TREx D2 cells, calcium flux, dopamine EC80. AID 485344, 2010. D(2) dopamine receptor (Homo sapiens), P14416. 340,000 compounds, 2% hits. inhibition, % at 10 µM; in the data active = inhibition above about 30%; also: 0% is about no effect
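Tetracycline-induced HEK293 TREx cells expressing D2 receptor forced-coupled to calcium signalling, loaded with no-wash calcium dye. Compounds added and calcium flux read 180 s, then dopamine added at EC80 and read a further 180 s.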
D1 ag: Allosteric Agonists of the Human D1 Dopamine Receptor: qHTS; HEK293 T-REx D1 cells, calcium flux, agonist mode; activation, % at 2 µM; 360,000 compounds, 1% hits; AID 504660, 2011; also: 0% is about no effect
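Tetracycline-induced HEK293 TREx D1 cells, force-coupled to calcium signalling, were dye-loaded with a no-wash calcium kit. Compound was pin-added after a 10 s baseline. Fluorescence was read kinetically at 1 cycle/s for 180 s, with calcium rises flagged as agonism.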
D2 ag: HTS Assay for Allosteric Agonists of the Human D2 Dopamine Receptor: Primary Screen for Agonists. D(2) dopamine receptor (Homo sapiens), P14416. HEK293 T-REx D2 cells, calcium flux agonist mode. activation, % at 2 µM. 340,000 compounds, 0.53% hits. AID 485358, 2010;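 active = activation over 3 SD above normal in the single-dose calcium agonist read, cut at about 30% in these data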; also: 0% is about no effect
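Tetracycline-induced HEK293 T-REx cells with force-coupled D2 receptor, plated overnight at 30 C, loaded with no-wash calcium dye. After a 10 s baseline, compound was pin-added and calcium flux read kinetically for 180 s; calcium rises flagged agonists.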
D1 antagonist: Antagonist of Human D 1 Dopamine Receptor: qHTS. HEK293 TREx D1 cells, calcium flux, dopamine EC80; hits give low values. D(1A) dopamine receptor (Homo sapiens), P21728. activity change, negative = inhibition, % at 10 µM. 360,000 compounds, 3.2% hits. AID 504652, 2011; in the data active = activity change below about -30%; also: % is scaled to controls: 0 for no effect and ±100 for the full control effect
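Calcium flux readout: force-coupled, inducible Hek293 Trex D1 line, cells induced overnight at 30 C with tetracycline, dye-loaded 30–90 min at RT. Antagonism scored against EC80 dopamine challenge given 180 s after compound.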
TRHR agonist: qHTS for Small Molecule Agonists and Allosteric Enhancers of Human TRH Receptor: Primary Screen for Agonists. 360,000 compounds, 0.18% hits. AID 493084, 2011. Thyrotropin-releasing hormone receptor (Homo sapiens), P34981. activation, % at 2 µM. TRHR cells, calcium flux fluo-8, FDSS agonist mode; also: 0% is about no effect
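TRHR-expressing cells, plated overnight in medium with 10% serum, were loaded with fluo-8 calcium dye at room temperature. After a 10 s baseline, library compound was pin-added and calcium release was recorded kinetically (ex 480/em 530) as agonist response.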
RXFP1 antagonist: qHTS Assay for Antagonists of the Relaxin Receptor RXFP1; Relaxin receptor 1 (Homo sapiens), Q9HBX9; HEK293-RXFP1, relaxin-stimulated cAMP HTRF, 30 min; hits give low values; activity change, negative = inhibition, % at 57.5 µM; 350,000 compounds, 0.59% hits;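 active = activity change of -60% or lower, but not beyond a set lower limit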; also: % is scaled to controls: 0 for no effect and ±100 for the full control effect
Target sequence (Q9HBX9 whole entry, looked up): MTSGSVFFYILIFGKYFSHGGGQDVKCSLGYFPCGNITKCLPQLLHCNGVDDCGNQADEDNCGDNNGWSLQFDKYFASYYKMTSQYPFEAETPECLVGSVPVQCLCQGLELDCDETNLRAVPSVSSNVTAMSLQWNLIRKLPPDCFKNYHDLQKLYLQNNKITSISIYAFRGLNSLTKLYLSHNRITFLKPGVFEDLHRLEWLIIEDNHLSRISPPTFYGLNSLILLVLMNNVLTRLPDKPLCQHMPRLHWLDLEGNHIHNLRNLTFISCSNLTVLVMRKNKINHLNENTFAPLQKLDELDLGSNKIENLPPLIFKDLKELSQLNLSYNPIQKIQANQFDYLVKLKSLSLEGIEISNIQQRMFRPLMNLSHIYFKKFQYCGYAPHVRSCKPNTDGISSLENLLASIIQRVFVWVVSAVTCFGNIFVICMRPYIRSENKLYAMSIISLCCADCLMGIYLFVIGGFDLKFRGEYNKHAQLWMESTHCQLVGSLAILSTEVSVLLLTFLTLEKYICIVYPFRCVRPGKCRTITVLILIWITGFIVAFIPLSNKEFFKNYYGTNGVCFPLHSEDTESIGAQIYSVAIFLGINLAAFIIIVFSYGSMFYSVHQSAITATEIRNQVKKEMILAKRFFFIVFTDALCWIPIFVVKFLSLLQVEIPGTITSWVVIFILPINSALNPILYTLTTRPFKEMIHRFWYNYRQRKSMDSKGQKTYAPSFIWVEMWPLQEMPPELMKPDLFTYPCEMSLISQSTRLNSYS
The depositor's hits bear a star; . = no result given. Rule as the data show it, unless noted: active = activation above about 30%; inactive = the rest.

Field names – A = D2 PAM; B = TRHR PAM; C = D1 PAM; D = D2 antagonist; E = D1 ag; F = D2 ag; G = D1 antagonist; H = TRHR agonist; I = RXFP1 antagonist
> Cc1ccc(NC(=O)Cn2nnc(C(=O)Nc3ccc(F)c(Cl)c3)c2N)cc1
  A = -2	B = -2	C = -1	D = -6	E = 6	F = 0.9	G = -4	H = 3.0	I = 7

> N/C(=N\OC(=O)Oc1ccccc1)c1ccc(Br)cc1
  A = -8	B = 8	C = 0	D = 22	E = 0	F = 0.7	G = 17	H = 0.2	I = 8

> Cc1ccc(C(=O)N(CC(=O)Nc2ccc(Cl)c(Cl)c2)Cc2ccco2)cc1
  A = -2	B = -6	C = 2	D = 18	E = 10	F = 1.2	G = 3	H = 1.3	I = -5

> Cc1c(-c2ccccc2)[n+](=O)c2c(n1[O-])CCC2
  A = -1	B = 25	C = -5	D = 1	E = -1	F = -0.2	G = -5	H = -1.5	I = 12

> COc1ccc2nc(NC(=O)CN3CCN(C)CC3)sc2c1
  A = 3	B = 1	C = -1	D = -5	E = 3	F = 0.0	G = -5	H = 0.1	I = 3

> O=C(COC(=O)c1ccc(Cl)nc1)Nc1ncc(Cl)cc1Cl
  A = -5	B = 26	C = -10	D = 13	E = 2	F = 1.3	G = -6	H = 0.2	I = -7

> CCOc1cc(N2CCOCC2)c(OCC)cc1NC(=O)COc1cccc2cccnc12
  A = -1	B = 6	C = 3	D = -14	E = 1	F = -0.7	G = -4	H = -0.7	I = -6

> Cc1cc(NS(=O)(=O)c2ccc(NC(=O)c3cc4c(=O)n5ccccc5nc4s3)cc2)nc(C)n1
  A = -5	B = -2	C = 3	D = -3	E = 1	F = -0.2	G = 11	H = -0.1	I = -4

> COc1ccc2c(c1)CC(C(=O)NCCN1CCN(c3cccc(Cl)c3)CC1)CO2 (configuration not stated)
  A = -25	B = -4	C = -2	D = .	E = 24	F = -0.4	G = -47*	H = -0.1	I = -11

> COc1ccccc1CNC(=O)CCCN1C(=O)COc2ccc(C)cc21
  A = -22	B = 5	C = 4	D = -2	E = 1	F = -0.3	G = 6	H = -0.6	I = 24

> CCN(CC(=O)Nc1ccc(OC)cc1)C(=O)c1ccc([N+](=O)[O-])cc1
  A = -7	B = 4	C = -4	D = 0	E = 1	F = 0.3	G = 21	H = 0.1	I = -2

> CCN1CCN(C(c2ccccc2)c2c(O)cc(C)n(CCOC)c2=O)CC1 (configuration not stated)
  A = 0	B = 3	C = 0	D = .	E = -1	F = -0.7	G = 15	H = -0.1	I = 0

> COc1cccc(NC(=O)Nc2cccc(C)n2)c1
  A = 6	B = -5	C = 2	D = 2	E = 2	F = 0.4	G = 3	H = -1.6	I = 1

> COc1ccc(C(=O)Nc2cc(-c3ccc(C)cc3)no2)cc1
  A = 1	B = -6	C = -6	D = 4	E = 12	F = 2.5	G = -3	H = 6.2	I = 1

> CC1CCCN(C(=O)c2ccc(S(=O)(=O)Nc3ccccc3Cl)cc2)C1 (configuration not stated)
  A = 0	B = -6	C = -4	D = -10	E = 15	F = -0.3	G = -6	H = 0.0	I = -3

> O=C(Nc1ccc(F)cc1)c1sc2cc(C(F)(F)F)cnc2c1-c1cccs1
  A = 0	B = -3	C = -3	D = 24	E = 1	F = 0.6	G = -8	H = 0.9	I = -13

> O=C(/C=C/c1ccc(F)cc1)N1CCc2ccccc2C1
  A = 4	B = 3	C = 7	D = 5	E = -1	F = -0.2	G = 7	H = -4.3	I = 6

> Cc1ccc(CS(=O)(=O)c2ncc(Cl)c(C(=O)Nc3ccc(OC(F)F)cc3)n2)cc1
  A = 2	B = 1	C = 1	D = 9	E = 1	F = -1.5	G = -5	H = -1.1	I = -66*

> CC(C)(C)c1ccc(-c2nnc(-c3ccccc3NC(=O)c3ccc(F)cc3F)o2)cc1
  A = -7	B = 0	C = -4	D = .	E = -1	F = 0.9	G = -6	H = 0.9	I = .

> CCOC(=O)CCCOC(=O)c1ccc(S(=O)(=O)N(C)C)cc1
  A = 10	B = 6	C = -3	D = -17	E = 2	F = 0.4	G = 8	H = 0.4	I = -8

> Cc1nn(Cc2ccc(Cl)cc2)c(Cl)c1/C=N/NC(=O)CNc1ccccc1F
  A = 4	B = 1	C = -2	D = -12	E = 0	F = -0.6	G = -3	H = 0.5	I = -9

> CC(C)(C)CC(=O)Nc1ccc(Nc2ccccc2)cc1
  A = -2	B = 5	C = -6	D = -12	E = 7	F = 0.7	G = 6	H = 1.2	I = -10

> COc1ccccc1NC(=O)c1cc2ccccc2o1
  A = .	B = 7	C = -3	D = .	E = 2	F = .	G = 5	H = -0.8	I = -13

> Cc1noc(C)c1COC(=O)c1cc2c3ccccc3n(C)c2s1
  A = -4	B = 7	C = -6	D = 5	E = 4	F = -0.2	G = -4	H = 0.5	I = -10

> Cn1c(O)c(C=Nc2ccc(Br)cc2)sc1=O
  A = 6	B = -4	C = -1	D = -4	E = 5	F = 2.2	G = 5	H = 0.4	I = -9

> Cc1ccc(OCC(=O)Nc2ccc(C)c(S(=O)(=O)N3CCCCCC3)c2)c([N+](=O)[O-])n1
  A = .	B = 0	C = -9	D = .	E = 4	F = .	G = 6	H = -0.1	I = 10

> Cc1ccc(-n2c(Cn3ncc4ccccc4c3=O)n[nH]c2=S)cc1
  A = 7	B = -3	C = -4	D = 7	E = 1	F = 0.3	G = .	H = 0.2	I = -20

> CCN(CC)C(=O)CSc1nc(N)c(C#N)c(-c2cccs2)c1C#N
  A = -3	B = -5	C = -5	D = -4	E = 1	F = 1.1	G = -2	H = -0.1	I = 15

> O=C1CCC/C(=N/NC(=O)C2CCN(S(=O)(=O)c3cccs3)CC2)C1
  A = -12	B = 6	C = 1	D = 0	E = -1	F = 1.2	G = -7	H = 0.6	I = -10

> Clc1nnc(NN=C2CCCC2)c2ccccc12
  A = -20	B = -6	C = 2	D = 2	E = 3	F = 61*	G = -1	H = 0.1	I = 10

> Cc1nn(-c2cc(C(F)(F)F)ccc2Cl)c2nc(C(F)(F)F)[nH]c(=O)c12
  A = 5	B = 1	C = 4	D = 22	E = -1	F = -0.5	G = -3	H = -1.1	I = .

> O=C(C1=COCCO1)N1CCN(S(=O)(=O)c2cccc(Cl)c2Cl)CC1
  A = 4	B = -6	C = 6	D = 4	E = 2	F = 0.3	G = -9	H = -0.1	I = -8

> O=C(O)CCCn1cc(NC(=O)c2cccc(F)c2)cn1
  A = -3	B = -5	C = -5	D = -2	E = 3	F = 0.5	G = -16	H = 0.4	I = -11

> CCSc1nnc(CSc2ncccn2)n1C
  A = 3	B = 8	C = -2	D = -9	E = 2	F = 0.9	G = 6	H = 0.2	I = -11

> COc1ccc(-c2noc(CCC(=O)N3CCN(Cc4ccccc4)CC3)n2)cc1
  A = -9	B = -2	C = -3	D = -26	E = 2	F = -1.1	G = -20	H = -0.4	I = 1

> O=C(Nc1cccc(F)c1)Nc1ccnn1C1CCN(C(=O)CCN2CCCO2)CC1
  A = 1	B = -7	C = 4	D = 5	E = 1	F = -0.2	G = -7	H = 0.2	I = -1

> CC(C)(C)c1cc(NC(=O)c2ccco2)n(-c2ccccc2)n1
  A = -6	B = 5	C = 7	D = 7	E = 1	F = -0.6	G = 3	H = -3.7	I = 4

> COc1ccc(CNc2nc(-c3cccnc3)nn2C(=O)C(C)C)cc1
  A = 2	B = 1	C = 2	D = 0	E = 4	F = -2.4	G = 0	H = -0.3	I = -22

> Cc1c(C)c(C)c(S(=O)(=O)NCCc2ccccn2)c(C)c1C
  A = 8	B = 4	C = -1	D = -9	E = 1	F = -0.3	G = 10	H = 0.5	I = -9

> N/C(=N\OS(=O)(=O)c1ccccc1)c1ccccn1
  A = -6	B = 2	C = 3	D = -10	E = 1	F = 1.6	G = 8	H = 0.5	I = .

> CC(C)CCOc1ccc(C2(C)NC(=O)N(CN3CCOCC3)C2=O)cc1 (configuration not stated)
  A = 0	B = -5	C = -4	D = -7	E = 12	F = -0.4	G = 4	H = -0.2	I = -20

> NS(=O)(=O)c1ccc(CNC(=O)c2scc3c2CCCC3)cc1
  A = -1	B = 1	C = 2	D = 5	E = 1	F = 1.0	G = 3	H = -0.4	I = -2

> N/C(=N\OC(=O)CCCN1C(=O)c2ccccc2C1=O)c1ccc(Cl)cc1
  A = 3	B = 2	C = -6	D = 13	E = 5	F = -0.2	G = -9	H = 1.3	I = -7

> Cc1ccc(CCNC(=O)CS(=O)Cc2nc(-c3cccs3)oc2C)cc1 (configuration not stated)
  A = 9	B = 3	C = 5	D = -7	E = 1	F = -0.8	G = -4	H = -0.9	I = 1

> Cc1ccc(CNC(=O)C2CCC(=O)N(CCc3ccccn3)C2)s1 (configuration not stated)
  A = 7	B = 2	C = 12	D = 7	E = 2	F = -0.6	G = 23	H = 0.3	I = -2

> Cc1ccc(S(=O)(=O)n2nc(C)cc2C)cc1
  A = -1	B = -3	C = -5	D = 5	E = -1	F = -0.3	G = 6	H = -0.4	I = 0

> Cn1ccc(-c2cc(C(=O)O)c3ccccc3n2)n1
  A = .	B = 7	C = -5	D = .	E = -1	F = .	G = 9	H = 1.4	I = -12

Another view of some results above:
| Structure | D2 PAM | TRHR PAM | D1 PAM | D2 antagonist | D1 ag | D2 ag | D1 antagonist | TRHR agonist | RXFP1 antagonist |
| --- | --- | --- | --- | --- | --- | --- | --- | --- | --- |
| CC(C)CCOc1ccc(C2(C)NC(=O)N(CN3CCOCC3)C2=O)cc1 (configuration not stated) | 0 | -5 | -4 | -7 | 12 | -0.4 | 4 | -0.2 | -20 |
| NS(=O)(=O)c1ccc(CNC(=O)c2scc3c2CCCC3)cc1 | -1 | 1 | 2 | 5 | 1 | 1.0 | 3 | -0.4 | -2 |
| N/C(=N\OC(=O)CCCN1C(=O)c2ccccc2C1=O)c1ccc(Cl)cc1 | 3 | 2 | -6 | 13 | 5 | -0.2 | -9 | 1.3 | -7 |
| Cc1ccc(CCNC(=O)CS(=O)Cc2nc(-c3cccs3)oc2C)cc1 (configuration not stated) | 9 | 3 | 5 | -7 | 1 | -0.8 | -4 | -0.9 | 1 |
| Cc1ccc(CNC(=O)C2CCC(=O)N(CCc3ccccn3)C2)s1 (configuration not stated) | 7 | 2 | 12 | 7 | 2 | -0.6 | 23 | 0.3 | -2 |
| Cc1ccc(S(=O)(=O)n2nc(C)cc2C)cc1 | -1 | -3 | -5 | 5 | -1 | -0.3 | 6 | -0.4 | 0 |
| Cn1ccc(-c2cc(C(=O)O)c3ccccc3n2)n1 | . | 7 | -5 | . | -1 | . | 9 | 1.4 | -12 |
